Assay outcomes as filed in PubChem.
TDP1 inh – inhibitors of human tyrosyl-DNA phosphodiesterase TDP1. Potency, µM (highest dose often 130 µM), for inactives: at the top dose activity change, negative = inhibition, most hits filed as inhibitors. actives 0.28% (n = 350,000). recombinant TDP1, AlphaScreen DNA substrate cleavage; note: nearly all actives have a fitted effect of over 40% in size
Target sequence (Q9NUW8 whole entry, looked up): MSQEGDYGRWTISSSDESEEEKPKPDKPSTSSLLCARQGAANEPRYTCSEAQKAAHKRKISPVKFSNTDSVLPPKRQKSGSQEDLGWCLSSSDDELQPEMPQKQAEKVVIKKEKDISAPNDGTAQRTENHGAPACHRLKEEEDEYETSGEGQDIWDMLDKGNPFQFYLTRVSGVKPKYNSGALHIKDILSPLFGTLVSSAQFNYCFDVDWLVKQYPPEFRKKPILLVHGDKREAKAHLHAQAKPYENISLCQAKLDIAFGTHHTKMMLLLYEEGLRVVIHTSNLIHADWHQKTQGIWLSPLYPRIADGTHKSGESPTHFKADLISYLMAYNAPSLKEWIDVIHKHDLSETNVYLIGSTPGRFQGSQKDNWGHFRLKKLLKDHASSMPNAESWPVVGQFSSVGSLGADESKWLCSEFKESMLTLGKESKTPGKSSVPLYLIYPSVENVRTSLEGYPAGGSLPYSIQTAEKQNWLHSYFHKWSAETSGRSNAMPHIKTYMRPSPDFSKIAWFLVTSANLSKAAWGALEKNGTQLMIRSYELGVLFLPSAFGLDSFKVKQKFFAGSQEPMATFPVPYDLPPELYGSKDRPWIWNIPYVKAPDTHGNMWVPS
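Recombinant E. coli-expressed Tdp1 (1 nM) preincubated with compound 15 min at RT, then 5'-biotin/3'-phosphotyrosine-FITC DNA substrate (15 nM) added for 5 min. AlphaScreen beads (10 ug/ml) added, 10 min RT; tyrosine-FITC cleavage read as signal loss.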
N370S GC mod – N370S glucocerebrosidase modulation, Gaucher chaperone candidate; P04062; N370S GC spleen homogenate, 4MU-glucoside fluorescence; Potency, µM (top dose mostly 59.4 µM), inactives show at the highest dose activity change, negative = inhibition, hits mostly inhibitors; actives 0.092% (n = 330,000); AID 2101;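 note: 0% = full enzyme activity and -100% = no enzyme basal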
FEN1 inh – human FEN1 inhibition; P39748; Recombinant FEN1 flap cleavage, fluorescence, 15 min; Potency, µM (series often up to 114 µM), inactives show at the highest dose activity change, negative = inhibition, most hits filed as inhibitors; actives 0.35% (n = 390,000); note: nearly all actives have a fitted effect of over 65% in size
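Reaction started by adding substrate (50 nM final) to 10 nM enzyme after 15 min room-temperature compound preincubation. Reads at 0 and 15 min, with data normalized and fitted to a four-parameter Hill equation.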
* = called active by the depositor; ? = inconclusive; . = no result given; & = joins results of further samples; [ ] = remark or other dose. Calls come from the whole dose curve; as a rule, active = well fitted curve in the direction sought with a large enough effect; inconclusive = small, poorly fitted or top-dose-only effect, or another doubt; inactive = no such curve, though single readings can be large; an effect the other way counts as inactive or inconclusive. Unless noted, % is set by controls: 0 for no effect and ±100 for the full control effect; potency is the fitted concentration of half-maximal effect.

Screens in order – TDP1 inh	N370S GC mod	FEN1 inh
> O=C(CCNS(=O)(=O)c1ccccc1)Nc1ccccc1
→ 2%	-1%	-22%
> O=C(N=C1SC2CS(=O)(=O)CC2N1CCc1ccccc1)C1CCCCC1 (stereo unspecified)
→ 0%	2%	-3%
> CN(C(=O)c1ccco1)c1nc(-c2ccccc2)cs1
→ .	-3%	-5%
> O=C(CSc1nnc2ccccn12)NCc1ccc2c(c1)OCO2
→ -3%	10%	-15%
> Clc1ccc2nc(NC3=NCN(CCN4CCOCC4)CN3)nc(-c3ccccc3)c2c1
→ 8%	-4%	.
> COc1ccccc1NC(=O)CSc1nc2sc(C)c(C)c2c(=O)n1Cc1ccco1
→ -1%	?	-20%
> COc1ccc([C@H]2CC(=O)C=C(c3cccc(Cl)c3)C2)cc1
→ -5%	.	-24%
> O=C(NCCN1CCOCC1)c1cccc(S(=O)(=O)N2CCCC2)c1
→ 0%	-3%	-3%
> Cc1nc(-c2ccc(S(=O)(=O)NCc3ccc(F)cc3)cc2)co1
→ 3%	.	-1%
> O=C(Nc1nncs1)c1cc(S(=O)(=O)N2CCOCC2)ccc1Cl
→ .	9%	1%
> CC(=O)Nc1ccc(S(=O)(=O)N2CCN(c3cnn(C)c(=O)c3Cl)CC2)cc1
→ 3%	8%	0%
> O=C(O)c1ccc2c(c1)C(=O)N([C@H](Cc1c[nH]c3ccccc13)C(=O)O)C2=O
→ 3%	-1%	.
> CCOc1ccccc1NC(=O)C1=C(C)Nc2ncnn2C1c1sccc1C (stereo unspecified)
→ 7%	.	-18%
> C=CCn1c(O)c(N=NC(=O)CNC(=O)c2ccncc2)c2ccccc21
→ 1%	-6%	0%
> O=C(CSc1nnc(NC(=O)C2CC2)s1)Nc1cccc(F)c1
→ 6%	-19%	-1%
> O=c1[nH]c(N2CCN(c3ccccc3)CC2)nc2c1CCCC2
→ 2%	1%	-1%
> COc1ccccc1N1CCN(C(=O)c2ccc(Cl)c(S(=O)(=O)NCc3ccco3)c2)CC1
→ 4%	-2%	-13%
> COc1cc(OC)c(C(=S)N2CCCC2)cc1OC
→ .	0%	-2%
> COC(=O)c1ccc(COc2ccc(/C=N/Nc3cccc(C(=O)O)c3)cc2)cc1
→ 40µM*	1%	-12%
> Cn1cc(C2=C(c3cn(CCCSC(=N)N)c4ccccc34)C(=O)NC2=O)c2ccccc21
→ 27%&26%&28%	?	-22%
> O=C(COC(=O)CCc1c[nH]c2ccccc12)NC1CCS(=O)(=O)C1 (stereo unspecified)
→ 0%[56.1 µM]	18%	28%
> OCCNCCCCOc1ccccc1F
→ 6%	7%	-12%
> Cc1cccc(CC(=O)Nc2c3c(nn2-c2cccc(Cl)c2)CS(=O)C3)c1 (stereo unspecified)
→ 6%	2%	-6%
> N#CCSc1nc2c(sc(=S)n2Cc2ccco2)c(=O)n1-c1ccc(F)cc1
→ 5%	0%	1%
> CC(c1ccccc1)C1CC(=O)N(c2ccc(C(=O)O)cc2)C1=O (stereo unspecified)
→ 7%	8%	2%
> Cc1ccc2cccnc2c1NC(=S)NC(=O)c1ccccc1
→ 8%	2%	-5%
> COCCn1c(C(C)C)nc2ccccc21
→ .	-5%	-4%
> CC(=O)Nc1cccc(NC(=O)CSc2n[nH]c(-c3ccccc3)n2)c1
→ 0%	.	14%
> Cc1cnn(C(=O)c2cc(-c3ccccc3)nc3ccccc23)c1
→ -12%	10%	-16%
> N#C/C(=C\c1cc(Br)ccc1F)C(=O)NC1CC1
→ 1%	-19%	19%
> O=C(Cc1ccc(Cl)c(Cl)c1)Nc1cccc(S(=O)(=O)N2CCOCC2)c1
→ -7%	-13%	-14%
> Cc1ccc2c(=O)cc(CSc3ncn[nH]3)[nH]c2c1C
→ 5%	.	4%
> Cc1ccc(C(=O)NC(NCc2ccco2)C(Cl)(Cl)Cl)cc1 (stereo unspecified)
→ 6%	23%	-2%
> CC1CCCC(C)N1C(=O)CSc1nc2ccccc2c(=O)[nH]1 (stereo unspecified)
→ 1%	6%	-4%
> Cc1c(Cl)cccc1NC(=O)Nc1nnc(N(C)Cc2ccccc2)s1
→ 3%	.	-13%
> O=C(N/N=C/c1ccc(-c2ccc(S(=O)(=O)Nc3ncccn3)cc2)o1)c1cc2ccccc2cc1O
→ .	-1%	16µM*
> CCc1ccc(NC(=O)c2cc3ccccn3n2)cc1
→ 3%	.	1%
> CCOc1ccccc1CNC(=O)CCc1cn(Cc2ccc(Cl)cc2)c2ccccc12
→ 8%	.	7%
> COc1cccc(N=Nc2c(=O)[nH]n3c(=O)cc(C)[nH]c23)c1
→ 6%	-2%	-7%
> Cc1nn2c(c1-c1ccccc1)NC1=C(C(=O)CCC1)C2c1ccccc1 (stereo unspecified)
→ -5%	12%	-11%
> Cc1c(S(=O)(=O)N2CC(C)CC(C)C2)c(=O)n(C)c(=O)n1C (stereo unspecified)
→ -5%	1%	-7%
> C=Cc1ccc([C@H]2N[C@@H](C(=O)O)CC[C@@H]2C)cc1
→ 8%[21 µM]	-1%[12.8 µM]	.
> CC(=O)Oc1ccc(-c2ccc(C(=O)Nc3cccc(S(=O)(=O)N4CCOCC4)c3)cc2)cc1
→ 0%	-9%	-5%
> CC(C)(C)OC(=O)NC1CC2CCCC(C1)N2Cc1ccccc1 (stereo unspecified)
→ .	-5%	7%
> O=C1c2ccccc2C(=O)N1CCSc1nncs1
→ 3%	5%	2%
> CCN1C(=O)C(CC(=O)Nc2ccc(C)cc2C)Nc2cc(S(=O)(=O)N(C)C)ccc21 (stereo unspecified)
→ -3%	-17%	-8%
> CC(=O)Nc1nc(-c2ccc([N+](=O)[O-])cc2)cs1
→ -5%	-14%	-2%
> CCOc1ccc(NC(=O)CN2C(=O)COc3ccccc32)cc1
→ .	-15%	4%
> COc1cccc(CNc2nnnn2C)c1OC
→ .	-6%	?
> COC(=O)CNC(=O)CSc1nnc2cc(C)c3ccccc3n12
→ 7%	1%	-10%

Reformatted with each value named: four of the compounds above
SMILES: CC(C)(C)OC(=O)NC1CC2CCCC(C1)N2Cc1ccccc1 (stereo unspecified)
  TDP1 inh: .	N370S GC mod: -5%	FEN1 inh: 7%

SMILES: O=C1c2ccccc2C(=O)N1CCSc1nncs1
  TDP1 inh: 3%	N370S GC mod: 5%	FEN1 inh: 2%

SMILES: CCN1C(=O)C(CC(=O)Nc2ccc(C)cc2C)Nc2cc(S(=O)(=O)N(C)C)ccc21 (stereo unspecified)
  TDP1 inh: -3%	N370S GC mod: -17%	FEN1 inh: -8%

SMILES: CC(=O)Nc1nc(-c2ccc([N+](=O)[O-])cc2)cs1
  TDP1 inh: -5%	N370S GC mod: -14%	FEN1 inh: -2%

(continued)
Screens in order – TDP1 inh	N370S GC mod	FEN1 inh
> Cc1n[nH]c(=O)nc1Nc1ccc(O)cc1
→ -7%	-15%	-15%
> Cc1ccc(C(=O)Nc2nc(N)n(-c3ccccc3)n2)cc1
→ 3%	-6%	3%
> Cc1ccnc(NC(=O)c2ccc(COc3c(F)c(F)cc(F)c3F)o2)c1
→ 1%	-26%	2%
> COc1ccc(OC)c(S(=O)(=O)n2cnc3cc(C)c(C)cc32)c1
→ 7%	?	-21%
> Cc1cc(OC(C)C(=O)NCCN2CCOCC2)c2c(C)c(C)c(=O)oc2c1 (stereo unspecified)
→ 1%	?	-17%
> COc1ccc(CC(=O)OCC(=O)N2N=C(c3ccccc3)CC2c2ccc(OC)cc2)cc1 (stereo unspecified)
→ 8%	-19%	0%
> Cc1cc(C)n2nc(SCc3nnc(SCc4ccccc4Cl)s3)nc2n1
→ 4%	-2%	-13%
> COc1ccc(CN2CCC(=O)N([C@H](CO)CC(C)C)CC2)cc1OC
→ .	4%	44%&2%[activator]
> CC(=C/C(=O)O)/C=C/c1ccc([N+](=O)[O-])cc1
→ 0%	23%	-2%
> Cn1nnc2c[n+](CC(=O)c3ccc4ccccc4c3)cc(Br)c21
→ 2%	-8%	-9%
> O=C(CNC(=O)c1cccs1)OCc1ccc(Br)cc1
→ 3%	2%	-9%
> Cc1ccc([N+](=O)[O-])c2cccnc12
→ -1%	-7%	-2%
> COc1nc(Cl)cn(-c2ccc(C)cc2)c1=O
→ 0%	-8%	6%
> COc1ccc(CCNC(=O)CCn2c(=O)c3cccn3c3ccc(F)cc32)c(OC)c1OC
→ 5%&5%	-3%	-13%&-2%
> C/C(=N\NC(=O)c1ccc(CSc2nncn2C)cc1)c1cccs1
→ 5%	-18%	14%
> Cc1ccc(CNC(=O)CCNS(=O)(=O)c2cccc3nonc23)cc1
→ 0%	1%	7%
> Cc1cc(=O)oc2cc(OC(C)C(=O)NC3CCN(Cc4ccccc4)CC3)ccc12 (stereo unspecified)
→ 4%	0%	-4%
> O=C(C[n+]1ccccc1)Nc1ccccc1Br
→ 0%	20%	2%
> CCOC(=O)C1(CCc2ccccc2)CCN(C2Cc3ccccc3C2)CC1
→ 0%	?	6%
> COc1ccc(C2Oc3cc(OC)cc(OC)c3CC2O)cc1 (stereo unspecified)
→ 13%[56.1 µM]	2%	.

3 compounds already listed, ordered by formula weight, rising:
Screens in order – TDP1 inh	N370S GC mod	FEN1 inh
> Cc1ccc([N+](=O)[O-])c2cccnc12
→ -1%	-7%	-2%
> O=C(C[n+]1ccccc1)Nc1ccccc1Br
→ 0%	20%	2%
> CCOC(=O)C1(CCc2ccccc2)CCN(C2Cc3ccccc3C2)CC1
→ 0%	?	6%

Next section:
Screens in order – TDP1 inh	N370S GC mod	FEN1 inh
> O=C(NC(=S)NNC(=O)c1ccco1)c1ccccc1
→ 3%	-14%	-2%
> O=C(CSc1ccccc1)Nc1ccc2sccc2c1
→ -1%	-3%	-7%
> COCCN(CC(=O)Nc1cccc(C)c1C)C(=O)c1ccc(S(=O)(=O)N2CCOCC2)cc1
→ 0%	-3%	-1%
> CCOc1ccc(NC(=O)c2cccnc2Cl)c([N+](=O)[O-])c1
→ 3%	6%	3%
> C=CCN1C(=O)C(Cc2ccc(OC)cc2)S/C1=N\N=C\c1cccs1 (stereo unspecified)
→ 4%	-3%	-6%
> O=C(CSc1ccc([N+](=O)[O-])cc1)OCC(=O)N1CCCC1=O
→ 0%	.	16%
> CCCCNC(=S)NNC(=O)c1csc(C(C)C)c1
→ 7%	12%	4%
> NC(N)=NS(=O)(=O)c1ccc(NC(=S)NC(=O)c2ccc(Br)cc2)cc1
→ 6%	-2%	-12%
> COCCn1c(-c2cccs2)nc2c(c(=O)c3ccccc3n2C)c1=O
→ 0%	-2%	.
> Cc1cc(C)c2nc(NC(=O)c3ccco3)sc2c1
→ 1%	-4%	17%
> CC(NC(=O)COC(=O)CSCc1ccccc1)c1ccccc1 (stereo unspecified)
→ 5%	7%	1%
> Cc1onc(-c2ccccc2Cl)c1C(=O)Nc1nn[nH]n1
→ 5%	-10%	-10%
